KDM5B inhibitor = inhibitors of human KDM5B histone demethylase; AID 1347165; KDM5B demethylase, FDH-coupled NADH fluorescence (FDH is formaldehyde dehydrogenase); 2.6% of 220,000 active; Q9UGL1; Potency, µM (titrated, usually from 57.7 µM), without a hit: top-dose activity change, negative = inhibition, usual class: inhibitors; active means well fitted inhibition curve with a large enough effect; inconclusive means small, poorly fitted or top-dose-only effect; inactive means no such curve, though single readings can be large or run the other way; further: 0% is about no effect; nearly all actives have a fitted effect of over 70% in size
Target sequence (Q9UGL1 whole entry, looked up): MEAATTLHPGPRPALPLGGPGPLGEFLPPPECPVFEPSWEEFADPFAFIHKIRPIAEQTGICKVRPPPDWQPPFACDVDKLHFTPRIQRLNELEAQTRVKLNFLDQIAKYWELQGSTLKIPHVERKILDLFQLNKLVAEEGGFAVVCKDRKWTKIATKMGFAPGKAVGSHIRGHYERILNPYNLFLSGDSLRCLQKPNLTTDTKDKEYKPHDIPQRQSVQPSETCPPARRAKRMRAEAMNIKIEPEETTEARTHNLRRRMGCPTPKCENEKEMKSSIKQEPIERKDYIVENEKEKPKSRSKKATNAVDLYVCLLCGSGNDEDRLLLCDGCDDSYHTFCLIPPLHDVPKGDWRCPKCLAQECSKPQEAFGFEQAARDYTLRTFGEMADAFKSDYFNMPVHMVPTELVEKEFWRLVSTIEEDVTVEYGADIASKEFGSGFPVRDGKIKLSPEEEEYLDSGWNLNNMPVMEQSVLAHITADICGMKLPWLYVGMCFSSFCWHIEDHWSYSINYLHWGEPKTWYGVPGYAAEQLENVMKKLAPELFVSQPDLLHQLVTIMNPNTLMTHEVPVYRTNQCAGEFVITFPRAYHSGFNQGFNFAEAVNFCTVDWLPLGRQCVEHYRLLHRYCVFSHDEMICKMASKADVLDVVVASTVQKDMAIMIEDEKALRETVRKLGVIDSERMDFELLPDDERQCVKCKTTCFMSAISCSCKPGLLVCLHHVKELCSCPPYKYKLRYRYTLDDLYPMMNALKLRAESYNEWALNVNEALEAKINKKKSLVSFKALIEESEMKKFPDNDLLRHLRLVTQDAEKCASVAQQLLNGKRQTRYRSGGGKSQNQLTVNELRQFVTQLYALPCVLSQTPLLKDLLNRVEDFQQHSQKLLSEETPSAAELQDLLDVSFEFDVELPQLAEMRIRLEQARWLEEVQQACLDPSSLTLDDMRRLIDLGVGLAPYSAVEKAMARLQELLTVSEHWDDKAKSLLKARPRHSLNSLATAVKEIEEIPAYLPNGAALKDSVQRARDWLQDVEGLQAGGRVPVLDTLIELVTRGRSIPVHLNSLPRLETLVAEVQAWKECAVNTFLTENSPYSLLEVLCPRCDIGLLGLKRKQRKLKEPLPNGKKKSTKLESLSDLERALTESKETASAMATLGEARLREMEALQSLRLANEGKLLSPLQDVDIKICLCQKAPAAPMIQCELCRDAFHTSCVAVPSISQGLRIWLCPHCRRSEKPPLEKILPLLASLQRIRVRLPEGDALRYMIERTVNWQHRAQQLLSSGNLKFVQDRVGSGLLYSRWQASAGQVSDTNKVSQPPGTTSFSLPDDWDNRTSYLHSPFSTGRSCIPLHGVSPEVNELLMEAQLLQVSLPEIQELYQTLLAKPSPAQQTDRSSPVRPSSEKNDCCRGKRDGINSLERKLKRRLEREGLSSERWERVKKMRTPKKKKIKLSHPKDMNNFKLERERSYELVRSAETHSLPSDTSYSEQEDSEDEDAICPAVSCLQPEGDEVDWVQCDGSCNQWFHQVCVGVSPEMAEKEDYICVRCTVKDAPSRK
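Measured: NADH fluorescence change, 30 min, RT. System: KDM5BΔAP 200 nM final, H3K4me3 peptide, α-KG, Fe(II), ascorbate, NAD⁺ plus FDH, pH 7.5 HEPES. Compounds: titrated, 10 min pre-incubation with enzyme.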
* hit, by the source's call; i = inactive; ? = inconclusive; & = joins results of further samples; ! = a repeat was not active; [ ] = dose if it differs, or a comment. Potency means the concentration at half of the fitted maximal effect.

The opening 19 records, to show the layout:
SMILES	KDM5B inhibitor
O=C(CCc1nnn2c1CN(C(=O)c1ccccc1)CC2)N1CCOCC1	-7%
COCCNC(=O)c1cc(-c2cccc3[nH]ccc23)cc2ncn(C)c12	?
CC(C)NC(=O)N1CCN(S(=O)(=O)c2ccc3c(ccn3C)c2)CC1	-20%
COc1ccc(CC(=O)NC(=S)Nc2cccc(CO)c2)cc1	-20%
CCOc1ccc(-c2nnc(SCC(=O)NCCc3ccc(OC)c(OC)c3)nc2-c2ccc(OCC)cc2)cc1	-15%
CCS(=O)(=O)N1CCCC(C(=O)NCCOC)C1 (stereo not drawn)	4%
CNC(=S)NNC(=O)c1cc(F)cc(F)c1	11%
COC(=O)C1CN(Cc2ccccc2)CCC1=O (stereo not drawn)	16%
COc1ccc(NC(=O)Cc2nnc(SCC(=O)NC3CCCCC3)n2C)cc1	-4%
CCOC(=O)c1c(C)[nH]c(C)c1S(=O)(=O)N(C)CC(=O)N1CCN(c2ccccc2OC)CC1	?
CCCCn1nnc(NC(=O)COc2ccc(C3CCCCC3)cc2)n1	1%
O=c1[nH]nc2n1CCN(Cc1ccncc1)CC2	-21%
Cc1ccc(CCNC(=O)c2ccc(Cn3c(=O)c4cccn4c4cccnc43)cc2)cc1	?
CCOc1ccccc1Nc1nc2c(S(=O)(=O)c3ccc(C)cc3)nnn2c2ccsc12	18%&-2%
Cn1cc(-c2cccnc2)c2nc(COc3ccccc3)cn2c1=O	-3%[86.2 µM]
Cc1ccc(S(=O)(=O)NC2CC2)s1	-1%
COc1ccc([S+](=O)([O-])c2nnn3c2nc(NCCCOC(C)C)c2ccccc23)cc1	-21%[115 µM]
O=C(Cn1nc(C(=O)O)c2ccccc2c1=O)NC(=O)c1ccc(Cl)cc1	7%
Cn1c(CO[C@H]2CN(C(=O)Nc3ccccc3)C[C@H]2F)nc2ccccc21	20%[86.2 µM]

Results, from the start:
SMILES	KDM5B inhibitor
O=C(CCc1nnn2c1CN(C(=O)c1ccccc1)CC2)N1CCOCC1	-7%
COCCNC(=O)c1cc(-c2cccc3[nH]ccc23)cc2ncn(C)c12	?
CC(C)NC(=O)N1CCN(S(=O)(=O)c2ccc3c(ccn3C)c2)CC1	-20%
COc1ccc(CC(=O)NC(=S)Nc2cccc(CO)c2)cc1	-20%
CCOc1ccc(-c2nnc(SCC(=O)NCCc3ccc(OC)c(OC)c3)nc2-c2ccc(OCC)cc2)cc1	-15%
CCS(=O)(=O)N1CCCC(C(=O)NCCOC)C1 (stereo not drawn)	4%
CNC(=S)NNC(=O)c1cc(F)cc(F)c1	11%
COC(=O)C1CN(Cc2ccccc2)CCC1=O (stereo not drawn)	16%
COc1ccc(NC(=O)Cc2nnc(SCC(=O)NC3CCCCC3)n2C)cc1	-4%
CCOC(=O)c1c(C)[nH]c(C)c1S(=O)(=O)N(C)CC(=O)N1CCN(c2ccccc2OC)CC1	?
CCCCn1nnc(NC(=O)COc2ccc(C3CCCCC3)cc2)n1	1%
O=c1[nH]nc2n1CCN(Cc1ccncc1)CC2	-21%
Cc1ccc(CCNC(=O)c2ccc(Cn3c(=O)c4cccn4c4cccnc43)cc2)cc1	?
CCOc1ccccc1Nc1nc2c(S(=O)(=O)c3ccc(C)cc3)nnn2c2ccsc12	18%&-2%
Cn1cc(-c2cccnc2)c2nc(COc3ccccc3)cn2c1=O	-3%[86.2 µM]
Cc1ccc(S(=O)(=O)NC2CC2)s1	-1%
COc1ccc([S+](=O)([O-])c2nnn3c2nc(NCCCOC(C)C)c2ccccc23)cc1	-21%[115 µM]
O=C(Cn1nc(C(=O)O)c2ccccc2c1=O)NC(=O)c1ccc(Cl)cc1	7%
Cn1c(CO[C@H]2CN(C(=O)Nc3ccccc3)C[C@H]2F)nc2ccccc21	20%[86.2 µM]
CSc1nc2c(c(=O)[nH]c(=O)n2C)n1Cc1ccc(Cl)cc1	-8%
Cc1ccc(Cn2ccn3nc(-c4ccccc4)c(CO)c3c2=O)cc1	?
COc1ccc2cc(/C=C(\NC(=O)c3ccccc3)C(=O)N3CCCC3)c(Cl)nc2c1	-18%
CC(C)(C)N(Cc1cn(CC2CCCCC2)nn1)S(=O)(=O)c1ccccc1Br	-3%
Cc1cccc(-c2nc(CNC(=O)c3ccco3)cs2)c1	0%
Cc1oc(-c2ccccc2)nc1C(=O)NC1CCCCCC1	9%
COc1cccc2sc(NC(=O)c3ccc4c(c3)OCCO4)nc12	i
Cc1ccn2c(=O)cc(CSc3nnc(NC(=O)c4ccccc4Cl)s3)nc2c1	-41%
CCOc1cccc(OCCn2c(-c3ccc(OC)cc3)nc3ccccc3c2=O)c1	14%
Cc1nc(-c2ccc(F)cc2)n(Cc2ccccc2F)c(=O)c1CCO	2%
CCn1c(=O)c2c(nc(-n3nc(C)c(C)c3C)n2C(C)C)n(C)c1=O	7%
Cc1ccc(C2NC(=O)N(CC(=O)Nc3cc(F)ccc3F)C3=C2C(=O)OC3)cc1 (stereo not drawn)	-17%
O=C(NCCCN1CCOCC1)c1cc(-c2cccc(Br)c2)nc2ccccc12	-14%
COC(=O)[C@@H]1Cc2c([nH]c3ccccc23)[C@H]2C[C@@H](NCc3cccnc3)C[C@@H](c3ccc(F)cc3)N21	?
COc1ccccc1C(=O)CSc1ccccc1Cl	-23%
CC(=O)N1CC2(CCCN(C(=O)CCC(=O)O)C2)Cc2ccccc21 (stereo not drawn)	2%[115 µM]
COc1cccc([S+](=O)([O-])N2CCC3(CC2)C(=O)NN=C3c2ccncc2)c1	0%
Cc1ccc2nc(CSc3nnc(N4CCCC4)n3-c3cccc(Cl)c3)cn2c1	18%
CCCNC(=O)N1CCCC(c2nc(CCOCC3CC3)no2)C1 (stereo not drawn)	18%
CC(C)OCCCN(C)C1CCN(S(=O)(=O)c2csc(C(N)=O)c2)CC1	8%
Cc1nnc([C@@H]2CC(F)(F)CN2C(=O)c2nn(C)c3ccccc23)o1	-21%
Cc1ccccc1Nc1nc2c(c(=O)[nH]c(=O)n2C)n1CC(=O)O	3%
COc1ccc(Cl)cc1-c1nc(C2CC(=O)N(C3CCCCC3)C2)no1 (stereo not drawn)	?
COC(=O)C1CN(C(=O)COc2ccc(C)c(C)c2)c2ccccc2O1 (stereo not drawn)	3%
CCc1cc(C(=O)N2CCOCC2CC(=O)N2CCSCC2)cs1 (stereo not drawn)	15%
CN(Cc1cccn1C)C(=O)c1ccc(Cl)nc1	5%[86.2 µM]
Cc1ccccc1Cn1c(=O)n(CC2CCC(C(=O)N3CCOCC3)CC2)c(=O)c2sccc21 (stereo not drawn)	-5%
COC(=O)c1cccc(Nc2nn3c(=O)c4cc5c(cc4nc3s2)OCO5)c1	0%
COc1ccc(C(=O)N2CC3CC(C2)[C@H]2CCCC(=O)N2C3)c(OC)n1 (stereo partly drawn)	19%
CCCNc1c(NS(=O)(=O)c2ccc(Cl)s2)c(=O)oc2ccccc12	7%
COc1cccc(CCC(=O)N2CCC3(CC2)CCC(O)(CN(C)C)CC3)c1	-7%
Cc1ccccc1NC(=O)c1sc2nc3c(cc2c1N)CN(C(C)C)CC3	-3%
CCOc1ccc(Br)cc1C1NC(=O)c2c(sc3c2CCN(C)C3)N1 (stereo not drawn)	?
Cc1cccc(OC(C)C(=O)Nc2cc(-c3ccc(F)c(F)c3)no2)c1C (stereo not drawn)	-3%
Cc1ccsc1/C=N/NC(=O)Cc1cc(=O)[nH][nH]1	-15%
CC(=O)c1ccc(NC(=O)Cn2ncc3c4ccccc4n(Cc4ccccc4)c3c2=O)cc1	?
COc1ccc(/C=C/C(=O)NCc2ccc(C)cc2)cc1	11%
CCc1cccc(NC(=O)Cn2cc(C(=O)c3ccncc3)c(=O)c3cc(C)c(C)cc32)c1	-11%
CCC1=C(c2ccc(C)cc2)S(=O)(=O)N=C1N1CCC(C(=O)NCc2ccccc2Cl)CC1	-18%
c1ccc(CN2C[C@H]3CCN(C4CCOCC4)C[C@H]32)cc1	?
O=C(CCCN1C(=O)NC2(CCCC2)C1=O)Nc1cccc2cccnc12	8%
Next section
SMILES	KDM5B inhibitor
Cc1ccc(C2=Nn3c(COc4ccc(Cl)cc4)nnc3SC2CC(=O)O)cc1 (stereo not drawn)	-23%
CCC(=O)N1c2ccccc2CC1C(=O)NCCCN1CCN(c2ccc(F)cc2)CC1 (stereo not drawn)	?
COc1cc(NC(=O)Cn2ccn(-c3cc(C)cc(C)c3)c(=O)c2=O)cc(OC)c1	?
O=C(Cc1cccc(F)c1)NCCC1CCN(C(=O)Nc2ccc(F)cc2F)CC1	10%
CNC(=O)[C@@H](c1ccc(Cl)cc1)N1CCC[C@H]1C(=O)N1CC[C@@H](O)C1	-15%[86.2 µM]
C1CC(N2CCC(c3nc(C4CCOC4)no3)CC2)CCO1 (stereo not drawn)	?
N#Cc1cccc(CN2CCCC23Cc2ccccc2CNC3=O)c1 (stereo not drawn)	13%[149 µM]
CCN(Cc1ccccc1)C(=O)Cn1c(=O)n(-c2ccccc2)c(=O)c2c1c1cc(C)ccc1n2C	?
COc1ccccc1N1CCN(C(=O)c2cc(-c3ccc(F)cc3)on2)CC1	-9%
O=C(c1cc2cc(F)ccc2[nH]1)N1CCCC(CO)(Cc2cccc(Cl)c2)C1 (stereo not drawn)	?
Cc1c(C)n(Cc2ccc(Cl)cc2)c2ccc(C(=O)NCCc3ccc(S(N)(=O)=O)cc3)cc12	?
CCCN(C(=O)Cn1nc(Cc2ccncc2)c2ccccc2c1=O)c1ccccc1F	18%
Cc1occc1-c1nnc(SCc2cc(-c3cccs3)on2)o1	-5%
Cc1cccc(OCCn2c(CN3CCOCC3)nc3scc(-c4cccs4)c3c2=O)c1	?
CCOP(=O)(OCC)c1nc(-c2ccc(C)cc2)oc1NCc1ccco1	?
O=C(CSc1nc2ccsc2c(=O)n1-c1ccccc1)NC1CCCC1	?
O=C(Cc1ccc(F)cc1)NCCc1csc(-c2ccc(C(F)(F)F)cc2)n1	?
CCOc1ccccc1NC(=O)c1c(NC(=O)COc2ccc(Cl)cc2)sc2c1CCCCC2	-6%
CSc1ccc(CCNC(=O)C2CCN(c3ncnc4c3nc3n4CCCCC3)CC2)cc1	0%
Cc1c(C(=O)Nc2nc(-c3ccc(F)cc3)ns2)oc2ccc(Br)cc12	-5%
CC(=O)Nc1ccc(NC(=O)CSc2nnc3ccc(-c4ccc(F)cc4)nn23)cc1	18%
Cn1c(=O)c2c(nc(N3CCCCC3)n2CC(O)CO)n(C)c1=O (stereo not drawn)	-17%
CC(C)(C)CC(=O)NC1CCN(c2ccc(F)cc2)C1=O (stereo not drawn)	38%[activator]
CCCCN(C)C(=O)c1ccc(S(=O)(=O)NCc2ccco2)cc1	-10%
CCN(C(=O)CSc1nnc(N2CCOCC2)n1-c1cccc(F)c1)C1=CCCCC1	13%
CN(Cc1cccnc1)C1CCc2ccccc21 (stereo not drawn)	?
CC(OC(=O)CC12CC3CC(CC(C3)C1)C2)C(N)=O (stereo not drawn)	0%
O=C1N(c2ccccc2)c2ccccc2C12CCN(CC1CCCCC1)C2 (stereo not drawn)	-1%[115 µM]
CC(=O)c1cccc(NC(=O)N2C[C@H](c3nc(-c4ccncc4)no3)[C@@H](C)C2)c1	16%
CCC(C)NC(=O)CCSc1nc(-c2ccc(OC)cc2)cc(C(F)(F)F)n1 (stereo not drawn)	-10%
CN1CCN(C(=O)CN(C2CCCCC2)S(=O)(=O)c2ccc(Br)cc2)CC1	0%
Cc1ccncc1C(=O)N1CCCC(c2nc(-c3cccnc3)no2)CCNC(=O)CC1 (stereo not drawn)	-11%
COc1ccccc1OCCSc1nc2ccccc2o1	3%
Cc1oc(-c2ccccc2)nc1Cn1ncc2ccccc2c1=O	-12%
CCNC(=O)N1CCc2cc(OC)c(OC)cc2C1CNC(=O)C1CC1 (stereo not drawn)	-4%
NC1CCCCN(Cc2ccc(Cl)c(F)c2)C1 (stereo not drawn)	-14%
CC(=O)N1c2ccc(S(=O)(=O)NCC3CCC(C(=O)NCCC(C)C)CC3)cc2CC1C (stereo not drawn)	-11%
Cn1ccc(C(=O)N/N=C/c2c[nH]c3ccccc23)n1	-11%
Cc1cc(C)c(Cn2c3ccccc3c3cnn(CC(=O)N4CCCCC4)c(=O)c32)c(C)c1	-13%
CSc1ccccc1C(=O)NCC(C)C	3%
CCC(C)N(C(=O)Cn1c(Cl)nc2c1c(=O)n(C)c(=O)n2C)C1CCS(=O)(=O)C1 (stereo not drawn)	-6%
O=C(O)C(c1c[nH]c2cc(OCc3ccccc3)ccc12)N1CCN(c2ccc(Cl)cc2)CC1 (stereo not drawn)	-25%
O=C(NCCN1CCCCC1)C(=O)Nc1ccc2cc[nH]c2c1	0%
CCC1CCCCN1Cc1nc2c(c(=O)n(C)c(=O)n2C)n1CCN1CCOCC1 (stereo not drawn)	-11%
O=C(Cc1ccc2c(c1)OCO2)NCc1cccnc1N1CCOCC1	-25%
CCOCCCn1c(=NC(C)=O)c(C#N)cc2c(=O)n3ccccc3nc21	i
O=C(NCc1cccnc1)c1ccc2nccn2c1	112µM*!
Cc1cc(=O)[nH]c(SCC(=O)c2ccc3c(c2)NC(=O)CO3)n1	-1%
Cc1c(O)ccc2c(CN3CCN(c4ccc(F)cc4)CC3)cc(=O)oc12	?
CN1CCCC2(Cc3ccccc3CN(C(=O)Cc3ccc(O)cc3)C2)C1 (stereo not drawn)	10%[115 µM]
CCOC(=O)Cn1cc(CN2CCS(=O)(=O)N(Cc3ccc(F)cc3)C(C(=O)OC)C2)nn1 (stereo not drawn)	-22%
O=C(c1ccccc1)C(O)(Cc1ccccc1)c1ccccc1 (stereo not drawn)	-7%
COc1ccc2[nH]c3c(c2c1)CCNC31CCN(C(C)C)CC1	22µM*
COc1ccccc1NC(=O)C1=C(C)Nc2nc(SCc3ccccc3)nn2C1c1cccs1 (stereo not drawn)	12%

Screening data (PubChem)

Only part of the results is shown (hit frequency here may not be typical).
